CHO parental Ca = signal in parental CHO cells, OX1R antagonist counter-screen; 330,000 compounds, 0.63% hits; AID 463079; inhibition, % at 5.6 µM; parental CHO-K1, ATP-induced calcium, Fluo-8 fluorescence;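 active = inhibition above that plate's mean sample inhibition plus 3 SD, cut at about 26% in these data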;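 also: 0% = ATP-challenged DMSO wells and 100% = DMSO wells without ATP; some compounds past the cut are filed as inactive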
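Material: parental CHO cells / Compound: single nominal dose of 5.6 µM per compound / Signal: Fluo-8 fluorescence / Replicates: singlicate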
M1 PAM = potentiates human M1 receptor response to acetylcholine; P11229; CHO-K1 hM1, Fluo-8 calcium fluorescence, ACh EC20; 0% = ACh EC20, 100% = maximal ACh; activation, % at 3 µM; 360,000 compounds, 0.088% hits; AID 588819; in the data active = activation above about 19%, passing the limit was not always enough
Target sequence (P11229 whole entry, looked up): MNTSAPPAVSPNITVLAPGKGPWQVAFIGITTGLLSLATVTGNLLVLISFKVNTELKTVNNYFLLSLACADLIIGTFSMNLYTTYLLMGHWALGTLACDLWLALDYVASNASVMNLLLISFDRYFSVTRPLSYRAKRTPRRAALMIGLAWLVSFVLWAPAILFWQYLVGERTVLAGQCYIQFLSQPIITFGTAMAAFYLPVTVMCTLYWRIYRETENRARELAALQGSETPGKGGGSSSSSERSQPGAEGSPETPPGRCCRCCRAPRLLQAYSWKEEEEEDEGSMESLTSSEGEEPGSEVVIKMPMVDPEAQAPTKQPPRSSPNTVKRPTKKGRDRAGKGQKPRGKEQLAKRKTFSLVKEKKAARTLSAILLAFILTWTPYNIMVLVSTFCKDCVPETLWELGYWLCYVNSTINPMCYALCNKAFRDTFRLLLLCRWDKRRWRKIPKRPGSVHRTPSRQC
OXTR potentiate = potentiates the human oxytocin receptor response | AID 2445 | 320,000 compounds, 0.061% hits | P30559 | activation, % at 3 µM | CHO-OTR cells, Fluo-8 calcium fluorescence, potentiator mode; 0% = oxytocin EC15, 100% = EC100;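 active = activation above that plate's cutoff, the mean activation of tested compounds plus 3 SD, cut at about 6.6% in these data, passing the limit was not always enough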;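 also: 100% uses oxytocin at 75 nM as the full agonist control; some results filed as inactive read as strong as hits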
Target sequence (P30559 whole entry, looked up): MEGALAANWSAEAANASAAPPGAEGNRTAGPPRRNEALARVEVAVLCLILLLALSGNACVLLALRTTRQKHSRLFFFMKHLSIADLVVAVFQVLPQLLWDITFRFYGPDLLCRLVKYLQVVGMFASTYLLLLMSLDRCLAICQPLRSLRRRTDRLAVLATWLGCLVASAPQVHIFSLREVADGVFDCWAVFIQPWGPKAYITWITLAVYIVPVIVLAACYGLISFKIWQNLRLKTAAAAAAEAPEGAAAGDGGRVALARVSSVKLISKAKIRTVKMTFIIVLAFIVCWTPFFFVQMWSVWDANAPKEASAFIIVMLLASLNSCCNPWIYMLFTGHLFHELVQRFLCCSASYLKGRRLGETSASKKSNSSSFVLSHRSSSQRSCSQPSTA
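Assay system: CHO-OTR cells, human receptor / Also added: oxytocin at about EC15, sub-maximal agonist stimulus / Dosing: single dose, 3.0 µM nominal final compound concentration / Incubation: 6 min pre-incubation, 100 s read / Technique: Fluo-8 calcium dye fluorescence / Read-out: % activation vs EC15 and EC100 oxytocin / Benchmarks: EC15 oxytocin low, 75 nM oxytocin high / Replicates: singlicate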
M4 ag = agonists of human muscarinic M4 receptor (CHRM4); P08173; CHO-K1 hM4/Gqi5, Fluo-8 calcium fluorescence; vehicle 0%, full acetylcholine response 100%; activation, % at 3 µM; 360,000 compounds, 0.14% hits;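 active = activation above the run mean over all test wells plus 3 SD, cut at about 32% in these data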;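 also: peak over basal fluorescence ratio per well then scaled between controls; 0% = DMSO wells and 100% = acetylcholine at EC100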
CHO-K1 Ca antag = counter-screen for M1 antagonists: effect in parental CHO-K1 cells; 360,000 compounds, 0.6% hits; ATP-induced calcium, Fluo-8 fluorescence; inhibition, % at 3 µM;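 active = inhibition above a per-plate cutoff, the plate's mean sample inhibition plus 3 SD, cut at about 24% in these data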;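 also: 0% = DMSO plus EC80 ATP and 100% = DMSO alone without ATP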
CHRM1 antagonist = antagonists of human M1 muscarinic receptor; inhibition, % at 3 µM; P11229; 360,000 compounds, 1.3% hits; CHO-K1 hM1, Fluo-8 calcium fluorescence, ACh EC80 antagonist;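 active = percent inhibition above its own plate's cutoff, namely the mean of that plate's compound wells plus 3 SD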;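 also: peak over basal fluorescence ratio during 140 s after agonist addition; 0% = ACh EC80 plus DMSO and 100% = DMSO alone without agonist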
M1 ag = activates human CHRM1 receptor; 360,000 compounds, 0.33% hits; CHO-K1 hM1, Fluo-8 calcium fluorescence, agonist mode; 0% DMSO, 100% acetylcholine EC100; P11229; activation, % at 3 µM;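 active = activation above the run's mean compound activation plus 3 SD, cut at about 16% in these data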;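 also: peak over basal fluorescence ratio within a 140 s kinetic read after compound addition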
M4 antag = blocks acetylcholine activation of human M4 receptor; P08173; CHO-hM4 cells, ACh EC80, Fluo-8 calcium fluorescence; inhibition, % at 3 µM; 360,000 compounds, 0.73% hits;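 active = inhibition above its plate's cutoff, the mean inhibition of sample wells plus 3 SD, cut at about 27% in these data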;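 also: 0% = acetylcholine EC80 with DMSO and 100% = DMSO without agonist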
M1 ag parental = counter-screen for M1 agonists: effect in parental CHO-K1 cells; 360,000 compounds, 0.48% hits; activation, % at 3 µM; AID 602248; Fluo-8 calcium fluorescence; scaled to maximal ATP response, vehicle zero; in the data active = activation above about 15%;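 also: untransfected CHO-K1 host cells lacking M1 receptor as counterscreen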
Starred values were filed as active, the others as inactive; · = not tested or not shown.

canonical_smiles	CHO parental Ca	M1 PAM	OXTR potentiate	M4 ag	CHO-K1 Ca antag	CHRM1 antagonist	M1 ag	M4 antag	M1 ag parental
N#Cc1c(-c2ccc([N+](=O)[O-])cc2)nc2n(c1=O)CCS2	-3	10	-9	0	-14	-16	-2	-1	5.8
Cc1cc(NC(=O)COC(=O)c2ccccc2Cl)no1	-7	6	1	0	-16	-8	1	11	0.3
COc1ccc(CCNC(=O)CSc2nnc(-c3ccc(F)cc3)o2)cc1OC	-5	-1	-3	1	-14	5	-4	6	0.0
COc1ccc(-c2nc(N)n(C(=O)c3ccc(C)cc3)n2)cc1	-7	3	0	1	-16	-10	-3	-11	0.3
Cc1cc(C)cc(C(=O)NC2CC(C)(C)NC(C)(C)C2)c1	-5	10	-14	0	-10	-15	-4	-6	-0.1
O=C(NC1(C(F)(F)F)N=C(c2ccccc2)NC1=O)c1ccccc1 (stereo not drawn)	-17	4	-5	0	27*	-6	-5	2	0.2
N/C(=N\OC(=O)COc1ccccc1)c1cccnc1	-19	3	-4	1	-7	0	-3	4	1.2
CCCCN(NC(C)=O)c1nc(Cl)nc(NC(C)C)n1	-13	12	1	1	-22	-16	0	3	0.1
C=CCc1cc(OC)ccc1OCCON1C(=O)CCC1=O	-11	13	-6	1	-7	-9	-4	-7	3.5
CCc1ccccc1NC(=O)CN(C)S(=O)(=O)c1ccc(-c2ccc(=O)[nH]n2)s1	-9	2	-14	3	-13	2	-2	2	0.8
NC(=O)c1ccsc1NC(=O)c1ccc([N+](=O)[O-])o1	-4	-3	-4	-1	-4	7	-2	6	0.1
C[C@]12c3[nH]c4ccccc4c3CCN1C(=O)C(CC(=O)NCCN1CCOCC1)C[C@@H]2C(=O)N1CCOCC1 (stereo partly drawn)	-2	5	-4	0	-14	-12	-2	-2	0.8
C[C@@H]1CCC(=O)N(C[C@@H](C)CC#N)CC1	-12	6	-5	1	-14	-6	-3	-17	0.0
COc1ccc(N2CCN(C(c3ccccc3)c3sc4nc(C)nn4c3O)CC2)cc1 (stereo not drawn)	-5	9	-3	3	-10	-15	-3	-24	0.1
COC(=O)c1sc2cc(C(F)(F)F)cnc2c1-c1ccccc1	-19	-1	7	0	-26	-25	-4	4	-0.3
O=S(=O)(Cc1ccccc1Cl)N1CCCCC1	-7	-1	-11	0	-3	-23	-3	-2	0.0
Clc1ccccc1N=C1SCCS1	-7	6	-5	0	-21	-12	-3	-6	0.1
CC(=O)Nc1ccc(S(=O)(=O)N(C)c2ccc(OCC(=O)OCC(=O)Nc3ccc(OC(F)F)cc3)cc2)cc1	-6	-6	-3	4	-2	13	-2	-2	2.1
O=C(NC12CC3CC(CC(C3)C1)C2)c1ccc(-c2ccc(Cl)cc2)o1	-46	2	-10	-1	-11	-1	0	-5	-0.5
CC(C)(C)NC(=O)COc1ccc(CNCc2ccccn2)cc1	4	-7	-1	0	-14	14	-7	-1	0.3
O=C(CN(Cc1ccccc1)C1=NCCS1)c1ccccc1	-21	8	-2	0	-2	-12	-9	23	0.0
Cc1ccccc1N(C(=O)c1snc(C(N)=O)c1N)C(C(=O)NC1CCCCC1)c1ccc(O)cc1 (stereo not drawn)	-9	0	-13	6	-4	4	-4	15	4.0
CCOC(=O)CC1C(=O)NCCN1C(=O)c1ccc(Cl)c(Cl)c1 (stereo not drawn)	-3	2	-8	0	-14	-3	-4	4	4.1
Cn1c(NC(=O)c2ccccc2C(F)(F)F)cc(=O)n(C)c1=O	4	10	-4	2	-6	-15	-1	-24	0.4
CCNC(=O)CN(c1ccc(F)cc1)S(=O)(=O)c1ccc2c(c1)OCCO2	1	23	-9	0	2	-15	2	-9	0.4

Just CHO parental Ca, CHRM1 antagonist and M1 ag, for 2 of the compounds above:
Structure	CHO parental Ca	CHRM1 antagonist	M1 ag
Cc1ccccc1N(C(=O)c1snc(C(N)=O)c1N)C(C(=O)NC1CCCCC1)c1ccc(O)cc1 (stereo not drawn)	-9	4	-4
CCOC(=O)CC1C(=O)NCCN1C(=O)c1ccc(Cl)c(Cl)c1 (stereo not drawn)	-3	-3	-4

Additional results.
canonical_smiles	CHO parental Ca	M1 PAM	OXTR potentiate	M4 ag	CHO-K1 Ca antag	CHRM1 antagonist	M1 ag	M4 antag	M1 ag parental
CCc1ccccc1NC(=O)CCS(=O)(=O)c1ccc(OC)cc1	0	19	-12	2	-5	-22	-4	-2	2.6
Oc1[nH]c2ccccc2c1N=Nc1ccc(F)cc1	-2	4	-7	3	-10	2	-9	-3	1.4
Cc1ccc(C2CC(c3ccccc3)n3ncnc3N2)cc1 (stereo not drawn)	-9	8	-1	3	2	-8	2	-13	1.4
CCOC(=O)c1cccc(NC(=O)Nc2ccc(OCC)cc2)c1	13	-10	-7	14	1	11	0	-12	10
CCOc1ccc(C(=O)OCC(=O)NCc2ccco2)cc1OCC	-19	4	-3	1	1	-2	-3	8	2.7
CC(=O)NC(=S)NNC(=O)c1ccc(Br)cc1	-17	11	5	-1	-5	-6	-9	-3	-0.9
CCN(CC(=O)Nc1ccc(C(C)=O)cc1)CC(=O)Nc1cccc(OC)c1	-1	-5	-15	4	-5	1	-4	1	3.3
CC(=O)OCC[C@H](NS(=O)(=O)OCC(Cl)(Cl)Cl)c1ccccc1	-16	8	-16	3	-12	-19	-5	-16	0.8
CC(=O)/C(C(=N)N1CCN(Cc2ccccc2)CC1)=C(\C)O	1	2	-17	0	-14	0	-3	0	1.3
CC1(C)CCC(=O)N(c2ccccc2)C1=O	-5	-2	0	-2	21	-9	-2	-33	-0.9
CCCCNC(=O)C1(C)CCC(=O)N1CCCn1ccnc1 (stereo not drawn)	·	0	·	0	3	7	-3	1	0.3
CC(=O)C1=C(C)N=c2s/c(=C/c3ccc4c(c3)OCO4)c(=O)n2C1c1ccc(N(C)C)cc1 (stereo not drawn)	·	-3	·	1	-3	3	-2	0	2.4
COc1ccc(NC(=O)Nc2cccc([N+](=O)[O-])c2)cc1Cl	5	-10	-11	15	30*	16	2	14	14
CCN(CC)C(=O)/C(=C\c1ccc(Br)cc1)NC(=O)c1ccccc1OC	-27	1	-7	5	-16	-6	-5	-5	1.7
Cc1ccc(C)c(OC(C)C(=O)Nc2ccc(S(=O)(=O)Nc3nccs3)cc2)c1 (stereo not drawn)	-18	2	-8	1	-8	-3	-8	-9	-0.1
COc1cc(CCCN2C(N)=NC[C@@H]2Cc2ccc(O)cc2)cc(OC)c1OC	8	2	3	0	-7	6	-11	1	0.0
O=C(Nc1cccc(C(F)(F)F)c1)c1cnccn1	6	-9	-11	1	-1	10	-5	-5	0.0
CCOC(=O)c1cnc(SCC(=O)c2ccccc2)nc1N	-20	9	-3	3	3	-7	-5	-3	2.1
O=C(c1ccccn1)N1CCN(S(=O)(=O)c2cccc(Br)c2)CC1	-10	-5	1	0	-5	7	-6	11	0.8
CN(C)c1ccc(C(=S)N2CCN(S(=O)(=O)c3ccccc3)CC2)cc1	-7	5	-21	3	13	-4	-1	-1	0.3
O=C(c1ccco1)N1CCN(C(=O)N2CCOCC2)CC1	-1	10	6	3	-27	-36	-1	-1	1.4
Cc1ccc(NC(=O)COC(=O)CCC(=O)c2ccc(Cl)cc2)cc1S(=O)(=O)N(C)C	-16	-2	-4	6	9	6	-7	7	2.8
Cc1ccc2ccccc2c1C(O)c1ncc(-c2ccccc2)[nH]1 (stereo not drawn)	·	2	·	3	-12	-7	-1	-1	1.6
COc1ccccc1C1CC(c2ccco2)=NN1S(C)(=O)=O (stereo not drawn)	17	4	-2	1	-19	-9	-4	0	0.4
COc1ccc(CCNS(=O)(=O)c2ccc3c(c2)oc(=O)n3C)cc1OC	-7	17	-2	0	10	-18	2	-4	-0.2

(continued)
canonical_smiles	CHO parental Ca	M1 PAM	OXTR potentiate	M4 ag	CHO-K1 Ca antag	CHRM1 antagonist	M1 ag	M4 antag	M1 ag parental
CCOc1ccc(CNC(=O)CCC(=O)N2Cc3ccccc3Oc3ncccc32)cc1	-31	-1	0	2	-5	0	1	-1	1.7
O=C(COc1cc(Cl)c(Cl)cc1Cl)Nn1cnnc1	-6	3	-11	0	-2	-10	-4	4	0.3
COc1ccc(C(=O)Nc2ccccc2N2CCCC2)cc1S(=O)(=O)N1CCOCC1	-20	-8	0	3	12	14	-4	-9	0.1
CC(NC(=O)OC(C)(C)C)C(=O)NC(CCC(=O)OCc1ccccc1)C(N)=O (stereo not drawn)	-5	7	0	1	17	-8	-2	4	-0.5
CCC(=O)Nc1ccc(/C(C)=N/NC(=O)c2c(Br)c(C)nn2C)cc1	2	7	-7	0	9	-2	-1	3	-0.1
COc1ccc(-c2noc(CSc3nc(N)c(-c4ccccc4)c(=O)[nH]3)n2)cc1OC	-25	10	-14	0	-10	-5	-1	-17	-0.3
Cc1cc(C)cc(N(C(=O)CNC(=O)c2ccco2)C(C(=O)NC2CCCC2)c2ccncc2)c1 (stereo not drawn)	-14	-2	-8	0	-11	0	-4	1	0.5
C/C(=C\C(=O)c1ccc(Cl)s1)N(C)C	6	21	-17	1	-16	-12	-1	-3	-0.4
Cc1ccc(CN2CCN(CCC(C)C)C(CCO)C2)s1 (stereo not drawn)	-10	1	-8	0	9	1	-9	2	-0.4
Cc1ccc(C(C(=O)NC2CCCC2)N(Cc2cccs2)C(=O)CNC(=O)c2cccs2)o1 (stereo not drawn)	-25	3	-5	9	-9	-20	-3	-7	2.2
Cc1cccc2sc(N(CCCN(C)C)C(=O)c3ccc(C(=O)c4ccccc4)cc3)nc12	-17	-5	-10	10	-6	11	-1	-2	2.3
Cc1cccc(C(=O)NCC(=O)OCc2nc(N)nc(Nc3ccccc3C)n2)c1	-14	2	1	3	-11	-2	2	-5	-0.3
O=C(Nc1ccc(Cl)cc1)[C@@H]1[C@@H]2C(=O)N(c3ccc4ccccc4c3)C(=O)[C@@H]2[C@H]2C=CC=NN21	-15	3	-14	0	7	-14	-1	-8	-0.2
CC(=O)N1CCc2cc(C(=O)CN3CCN(c4ccccn4)CC3)ccc21	-8	8	-2	1	-1	14	-2	6	0.6
COc1cccc(Cn2cccc(NC(=O)NC3CCCCC3)c2=O)c1	-31	-3	-9	2	-6	3	-3	-1	1.2
Cc1nn(CCC#N)c(NC(=O)c2ccc(Cl)cc2)c1P(=O)(Nc1ccc([N+](=O)[O-])cc1)N1CCOCC1 (stereo not drawn)	1	8	0	1	-6	-1	-1	6	0.0
CCCCN(C=O)c1c(CC)nc2ccc(C(=O)NCCCn3ccnc3)cn12	·	7	·	1	-1	-12	-7	-4	0.1
NS(=O)(=O)c1ccc(NC(=O)C2C3C=CC(C3)C2C(=O)O)cc1 (stereo not drawn)	-10	11	-4	1	1	-1	-6	-6	-0.1
CCOc1ccc(NC(=O)CN2C(=O)C3CCCN3C2=O)cc1 (stereo not drawn)	0	13	-2	0	-7	-19	11	-13	0.1

High-throughput results: PubChem, The Scripps Research Institute Molecular Screening Center
